Pf growth 48h = P. falciparum growth inhibition at 48 hours (one generation); P. falciparum luciferase growth in erythrocytes, 48 h; Potency, µM (series often up to 28.7 µM), for the others: at the highest dose activity change, negative = inhibition, actives largely listed as inhibitors; hit rate 5.9% among 310,000; further: potency means the concentration at half of the fitted maximal effect; on the % scale 0 is the no-effect control and ±100 the full control effect
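Here the parasites carry a stable luciferase gene and grow inside erythrocytes in Albumax-based RPMI medium with compound for one erythrocytic cycle. Activity is scored as loss of luminescent signal.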
Sm TGR inh = S. mansoni TGR enzyme inhibition; Q962Y6; purified TGR, DTNB reduction, TNB absorbance 405 nm; Potency, µM (titrated, usually from 114 µM), for the others: at the top dose activity change, negative = inhibition, actives largely listed as inhibitors; hit rate 3% among 360,000; further: potency means the concentration at half of the fitted maximal effect; on the % scale 0 is the no-effect control and ±100 the full control effect; nearly all actives have a fitted effect of over 60% in size
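Kinetic colorimetric format: TGR-catalysed, NADPH-driven DTNB reduction monitored via TNB absorbance. Enzyme dispensed at 20 nM; compound exposure 15 min at room temperature before reaction start.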
CHX counter = counter-screen hit for Shiga toxin inhibitors, cycloheximide; cell reporter, cycloheximide protein synthesis inhibition counterscreen; max response, %; hit rate 12% among 300,000; AID 2314; in the data active means max response mostly above about 13%, no sharp cut-off; inactive means mostly below about 14%; further: read at 38.3 µM for the half of the compounds with a filed dose; 0% is about no effect
Shiga toxin inh = blocks Shiga toxin action in Vero cells | Vero cells, Shiga toxin protein synthesis inhibition reporter | inhibition, % at 38.7 µM | hit rate 9.2% among 290,000; in the data active means inhibition mostly above about 28%, no sharp cut-off; inactive means mostly below about 43%; further: 0% is about no effect
FBPA Giardia inh = Giardia lamblia aldolase inhibition; A8B2U2; hit rate 0.71% among 290,000; AID 2451; Potency, µM (top dose mostly 59.6 µM), for the others: at the highest dose activity, negative = inhibition, hits mostly inhibitors; purified Giardia FBPA; further: potency means the concentration at half of the fitted maximal effect; on the % scale 0 is the no-effect control and ±100 the full control effect; nearly all actives have a fitted effect of over 55% in size
Target sequence (A8B2U2 whole entry, looked up): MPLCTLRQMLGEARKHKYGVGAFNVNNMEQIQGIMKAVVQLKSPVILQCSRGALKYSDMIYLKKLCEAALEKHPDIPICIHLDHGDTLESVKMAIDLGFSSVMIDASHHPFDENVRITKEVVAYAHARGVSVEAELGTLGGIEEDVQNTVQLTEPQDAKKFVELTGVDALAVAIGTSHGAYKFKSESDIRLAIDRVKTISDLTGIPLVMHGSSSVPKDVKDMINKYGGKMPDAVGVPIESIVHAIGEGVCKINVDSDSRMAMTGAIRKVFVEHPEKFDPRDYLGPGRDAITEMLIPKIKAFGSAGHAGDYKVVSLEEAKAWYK
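40 nM FBPA preincubated 10 min at RT with compound (up to 57.5 uM final), then substrate plus GAPDH/TPI/NAD/arsenate coupling and diaphorase/resazurin added. Fluorescence read after 20 min at RT, 525/598 nm.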
Pf growth 96h = P. falciparum growth inhibition at 96 hours. Potency, µM (doses to about 28.7 µM), for inactives: at the highest dose activity change, negative = inhibition, most hits filed as inhibitors. P. falciparum luciferase reporter growth, 96 h. hit rate 6.9% among 320,000. AID 504834; further: potency means the concentration at half of the fitted maximal effect; on the % scale 0 is the no-effect control and ±100 the full control effect
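P. falciparum expressing integrated firefly luciferase grown in erythrocytes (2% hematocrit, 0.05% parasitemia final) with compounds for 96 hours at 37 C, 5% CO2. Growth inhibition read as loss of luminescence after adding luciferase detection reagent.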
* marks the source's active call; other numbers are inactive results; ? = inconclusive; nt = no result given; & = joins results of further samples; [ ] = remark or other dose. Unless noted, the call rests on the fitted dose curve; in most records, active means well fitted curve in the direction sought with a large enough effect; inconclusive means small, poorly fitted or top-dose-only effect, or another doubt; inactive means no such curve, though single readings can be large; an effect the other way counts as inactive or inconclusive.

structure	Pf growth 96h	CHX counter	Shiga toxin inh	Sm TGR inh	Pf growth 48h	FBPA Giardia inh
O=C(CN1CCN(S(=O)(=O)c2ccc(Br)cc2)CC1)N/N=C/c1cc([N+](=O)[O-])ccc1Cl	?	-3	1	-2%	-4%	1%
CCN1C(=O)/C(=C2/Sc3ccc(OC)cc3N2C)SC1=Nc1cccc(O)c1	-3%[5.75 µM]	12	16	4%	?	1%
O=C(NC(Cc1c[nH]c2ccccc12)C(=O)O)/C(=C/c1ccco1)NC(=O)c1ccccc1 (configuration not stated)	62%[activator]	8	19	nt	8%	-8%
CC1=C(C(=O)O)N2C(=O)C(NC(=O)c3c(F)cccc3F)C2SC1 (configuration not stated)	28%	nt	nt	-19%	36%	nt
CCOC(=O)N1CCN(C(=O)c2nn(-c3cc(OC)cc(OC)c3)c(=O)c3ccccc23)CC1	nt	9	-2	-23%	-21%	6%
C[C@@H](C(=O)NC1CCN(Cc2ccccc2)CC1)N1C(=O)N2CCc3c([nH]c4ccccc34)[C@@]2(C)C1=O	?	-3	-9	0%	-12%	14%
CC(=O)c1cccc(NC(=O)CN2C(=O)C(=O)N(Cc3ccco3)C2=O)c1	24%	nt	nt	-4%	-10%	nt
CCCN(CC1CC1)C(=O)COC(=O)c1ccc2c(c1)C(=O)N(c1ccc(OCC)cc1)C2=O	4%	9	-7	-3%	41%[activator]	9%
CCOC(=O)c1c(NC(=O)Cn2nnc(-c3ccc(Cl)cc3)n2)sc(CC)c1C	nt	-3	-12	19%	-3%	0%
COc1ccccc1N(CC(=O)N1CCOCC1)S(C)(=O)=O	?	-4	-8	19%	11%	7%
CCN(CC)C(=O)Nc1ccc(C(=O)OC)cc1	99%[activator]	16*	13	-5%	nt	6%
COc1ccc(-c2cc3nc(C)cc(N4CC(C)CC(C)C4)n3n2)cc1 (configuration not stated)	?	1	22	6%	?	-2%
O=C(O)c1cc(NC(=O)C2CCCO2)cc(NC(=O)C2CCCO2)c1 (configuration not stated)	nt	-2	-3	42%[activator]	19%	0%
O=C(N/C(=C/c1cccc([N+](=O)[O-])c1)C(=O)N1CCOCC1)c1ccccc1Br	?	7	-9	-5%	-1%	nt
CC(C)(C)NC(=O)Cn1c(SCC(=O)NC2CCCC2)nc2ccccc21	?	-2	-14	-15%	-7%	0%
Cc1ccc(CNC(=O)C(OC(=O)c2ccco2)C(C)C)cc1 (configuration not stated)	6%	6	44	71%[activator]	0%	-2%
CCOc1ccccc1N1CCN(C(=O)c2cn(CC3CCCCC3)nn2)CC1	?	37*	142*	-18%	11%	nt
CCCCOCCCNC(=O)N[C@@H](CC(C)C)C(=O)O	?	-1	-11	5%	36%[activator]	4%
Cc1ccc(S(=O)(=O)Nc2ccccc2C(=O)NCc2cccnc2)cc1	?	6	-3	8%	?	5%
O=C(C[n+]1ccc(/C=N/O)cc1)N(Cc1ccccc1)Cc1ccccc1	9%	-6	-10	11%	?	6%
Cc1ccc(SCc2nc3ccccc3n2CC(=O)Nc2ccccc2)cc1	?	-1	-3	-13%	0%	1%
COc1ccc(C(=O)N2CCN(c3cccc(Cl)c3)CC2)cc1	-13%	11	36	4%	25%	4%
C/C(=N\NC(=O)CC#N)c1cc2ccc(O)cc2oc1=O	-19%	13	-5	-34%	-24%	-2%
Cc1ccc(NC(=O)[C@@H](C)NC(=O)[C@@H]2Cc3ccccc3CN2)cc1	14%	24*	22	0%	1%	nt
Cn1c(=O)[nH]c(=O)c2c1nc(SCC(=O)Nc1ccccc1)n2Cc1ccccc1	9.3µM*	8	-4	7%	12µM*	4%
Cc1ccc2occ(/C=N/NC(=O)c3ccc(O)cc3)c(=O)c2c1	-3%	11	-4	3%	10%	-3%
CCOC(=O)c1ccc(NC(=O)COC(=O)c2cccc(Oc3ccccc3)c2)cc1	-9%	-1	17	1%	-12%	-5%
Cc1nc2sc(C(c3ccccc3)N3CCOCC3)c(O)n2n1 (configuration not stated)	-21%	-2	-4	-5%	-7%	-12%
O=c1cc(O)c2sc3nc(-c4ccccc4)cc(C(F)(F)F)c3c2[nH]1	?	7	20	-7%	?	17%
Cc1nn(Cc2cccc(C(=O)Nc3ccn(Cc4c(F)c(F)cc(F)c4F)n3)c2)c(C)c1[N+](=O)[O-]	13µM*	-6	-5	0%	nt	2%
CCOc1ccc(-n2c(SCC(N)=O)nnc2-c2ccco2)cc1	3.7µM*	-2	1	-34%	13%	-5%
CCOC(=O)C1CCCN(c2c(NCCN3CCCCC3CC)c(=O)c2=O)C1 (configuration not stated)	-19%	-7	-17	-25%	nt	5%
CCOC(=O)[C@@H]1CCN(Cc2ccccc2)C[C@H]1c1ccccc1	6%	-2	-3	-16%	12%	-10%
CCc1c(C)nc(N2CCN(c3cccc(OC)c3)CC2)[nH]c1=O	2%	1	-2	-14%	4%	-7%
CC(=O)NCCn1c(SCC(=O)NCCc2ccc(S(N)(=O)=O)cc2)nc2ccccc2c1=O	-3%	-2	-2	-4%	-4%	-2%
CCCCN1C(=O)N(c2ccccc2Cl)C(C)(O)CC1(C)C (configuration not stated)	5%	-2	-8	-6%	16%[0.00184 µM]	5%
O=c1[nH]ncn2cccc12	8%	-3	-8	-27%	39%[activator]	8%
CCOc1ccc(/C=C2/C(=N)N3OC(C)=CC3=NC2=O)cc1OC	-31%	-9	-20	-2%	-36%	3%
COCC(C)NCc1cccc([N+](=O)[O-])c1 (configuration not stated)	31%[activator]	-3	-13	36%[activator]	9%	-21%
CC1CCN(c2nc(Cl)nc(Nc3ccc([N+](=O)[O-])cc3)n2)CC1	2%	-3	-4	0%	-3%	0%
NC(=O)CSc1nnc2ccc(-c3ccco3)nn12	48%	-5	-6	?	18%	4%
CNCc1ccccc1Sc1ccc(OC)cc1	0%	-4	-23	6%	-8%	-6%
COc1nccnc1NS(=O)(=O)c1ccc(NC(=S)NC(=O)/C=C/c2ccccc2)cc1	7%	9	-8	-17%	0%	2%
COc1ccc(C(=O)COC(=O)c2ccccc2C(=O)N(C)c2ccccc2)c(OC)c1	0%	nt	nt	-12%	?	nt
O=C1Nc2ccc(Br)cc2/C1=C/c1ccc(C(=O)O)cc1	-4%	-6	-3	0%	7%	4%
Cc1ccc(-c2nc(CS(=O)(=O)CC(=O)N3CCOCC3)c(C)o2)cc1	?	-4	0	-35%	11%	nt
COC(=O)C1=C(C)N(Cc2ccccc2)C(=S)N[C@H]1c1ccc(Br)cc1	2%	-1	2	13%	?	26%
CCOC(=O)C1CCN(C(=O)c2oc3ccc(S(=O)(=O)N4CCCCCC4)cc3c2C)CC1	?	-2	30	25%	12µM*	1%
Cc1ccc2oc(C(=O)N(Cc3ccccc3)C3CCS(=O)(=O)C3)c(C)c2c1 (configuration not stated)	?	2	1	6%	-19%	-1%
CCCN(CCC)S(=O)(=O)c1ccc2c(c1)CCCN2C(C)=O	?	5	-15	-21%	?	5%

Four entries drawn at random from the list so far:
structure	Pf growth 96h	CHX counter	Shiga toxin inh	Sm TGR inh	Pf growth 48h	FBPA Giardia inh
Cn1c(=O)[nH]c(=O)c2c1nc(SCC(=O)Nc1ccccc1)n2Cc1ccccc1	9.3µM*	8	-4	7%	12µM*	4%
CCOc1ccccc1N1CCN(C(=O)c2cn(CC3CCCCC3)nn2)CC1	?	37*	142*	-18%	11%	nt
CNCc1ccccc1Sc1ccc(OC)cc1	0%	-4	-23	6%	-8%	-6%
CCCCOCCCNC(=O)N[C@@H](CC(C)C)C(=O)O	?	-1	-11	5%	36%[activator]	4%

Further structures follow:
structure	Pf growth 96h	CHX counter	Shiga toxin inh	Sm TGR inh	Pf growth 48h	FBPA Giardia inh
CCOC(=O)C(=NC1CCS(=O)(=O)C1)NNc1ccccc1Cl (configuration not stated)	36%[activator]	2	22	?	13%	-8%
Cc1ccc([C@@H]2CC=C(C(=O)O)[C@H](c3ccc(Cl)cc3)N2S(=O)(=O)c2ccc(C)cc2)cc1	29%	nt	nt	-17%	?	nt
COc1ccc(CC(=O)NNS(=O)(=O)c2ccc3ccccc3c2)cc1OC	50%[activator]	-1	2	0%	11%	0%
COc1cccc(C(=O)Nc2cc(C(=O)NCCc3ccccc3)ccc2Cl)c1	nt	20*	34	-1%	28%	-2%
CC(=O)Nc1ccn(C2CC3OCC(NC(=O)C(Cc4ccccc4)NC(=O)OC(C)(C)C)C3O2)c(=O)n1 (configuration not stated)	nt	15	-5	nt	nt	8%
COc1ccc(S(=O)(=O)Nc2cc(C(=O)NC3CCCCCC3)ccc2N2CCOCC2)cc1	?	1	27	3%	11%	-1%
Cc1ccc(NC(=O)CN(C)Cc2ccc(Cl)cc2)cc1	21%	-1	-15	3%	-8%	1%
Cc1cccc(OCC(=O)NNC(=O)c2ccc3nc[nH]c3c2)c1	-6%	nt	nt	-14%	16%	nt
O=C(OCC1OC(n2ccc(=O)[nH]c2=O)C(O)C1OC(=O)c1ccccc1)c1ccccc1 (configuration not stated)	24%	-2	-7	-7%	nt	3%
COc1cccc(C2/C(=C(\O)c3c(C)nc4c(C)cccn34)C(=O)C(=O)N2CCCN(C)C)c1OC (configuration not stated)	?	-3	-1	0%	-1%	9%
O=C(Cc1ccc(F)cc1)c1ccc(O)cc1O	56%[activator]	15	24	7%	nt	8%
O=C(COC(=O)/C=C/c1cccc(Br)c1)NC1CCCCCC1	2%	nt	nt	2%	-10%	nt
O=c1oc2ccccc2c(Nc2ccccc2O)c1[N+](=O)[O-]	-23%	6	-20	8%	?	0%
Cc1c(C(=O)OCC(=O)Nc2cccc(S(N)(=O)=O)c2)oc2c1ccc1ccccc12	15%	6	5	0%	5%	-3%
O=C1CN(C(=O)c2ccc(Br)o2)C(c2ccc(F)cc2)c2cc(F)ccc2N1 (configuration not stated)	-22%	-4	12	?	-25%	-1%
Cn1cc([N+](=O)[O-])c(C(=O)NCc2ccco2)n1	?	7	28	-24%	23%	15%
Cc1ccc(Cl)cc1NC(=O)Nc1c(C)n(C)n(-c2ccccc2)c1=O	-15%	2	0	-21%&-2%	-15%	-3%
CCOCCCNC(=O)C(c1ccccc1)N(Cc1cccs1)C(=O)CNC(C)=O (configuration not stated)	?	-3	-6	-15%	-6%	1%
COC(=O)c1cc(S(=O)(=O)Nc2cc(S(=O)(=O)N(C)C)ccc2C)oc1C	13%	1	1	-8%	84%[activator]	-11%
COc1ccc(N(C)S(=O)(=O)c2cccc(C(=O)NCc3ccc4c(c3)OCO4)c2)cc1	-22%	2	11	-5%	-45%	5%
O=S(=O)(NC1CCN(Cc2ccccc2)CC1)c1ccc2ccccc2c1	-29%	1	3	-1%	?	1%

Assay outcomes as filed in PubChem BioAssay.
